# Source: PubChem (several laboratories)
# TCR CD3 inh: inhibitors of human TCR-CD3 interaction, primary screen, biochemical, fluorescence, TAMRA-labeled TCR probe; inhibition, % at 9.4 µM; 360,000 tested, 0.37% active; in the data active means inhibition above about 19%;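 further: recombinant mutant TCR 2C K166C tagged with TAMRA read by polarization; 0% = receptor in buffer alone and 100% = receptor with positive control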
# PRMT1 inh: PRMT1 methyltransferase inhibitors, primary screen, biochemical, fluorescence polarization; Protein arginine N-methyltransferase 1 (Homo sapiens), Q99873; recombinant PRMT1, activity-based probe fluorescence polarization; inhibition, % at 2.79 µM; 370,000 tested, 1.3% active;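 active means inhibition above about 21% made by adding two undisclosed values, limit read from the data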
# SIAE primary: human SIAE inhibitors, primary screen, biochemical, fluorescence polarization, FP-Rh probe, 1536-well HTS; SIAE FP-Rh probe binding; inhibition, % at 9.66 µM; 370,000 tested, 0.69% active; AID 1053197, 2014;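 active means inhibition above a cutoff: mean of compounds within the control limits plus 3 SD of those, cut at about 17% in these data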;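 further: 0% = plate median of compound wells and 100% = probe without SIAE protein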
# Target sequence (Q9HAT2 whole entry, looked up): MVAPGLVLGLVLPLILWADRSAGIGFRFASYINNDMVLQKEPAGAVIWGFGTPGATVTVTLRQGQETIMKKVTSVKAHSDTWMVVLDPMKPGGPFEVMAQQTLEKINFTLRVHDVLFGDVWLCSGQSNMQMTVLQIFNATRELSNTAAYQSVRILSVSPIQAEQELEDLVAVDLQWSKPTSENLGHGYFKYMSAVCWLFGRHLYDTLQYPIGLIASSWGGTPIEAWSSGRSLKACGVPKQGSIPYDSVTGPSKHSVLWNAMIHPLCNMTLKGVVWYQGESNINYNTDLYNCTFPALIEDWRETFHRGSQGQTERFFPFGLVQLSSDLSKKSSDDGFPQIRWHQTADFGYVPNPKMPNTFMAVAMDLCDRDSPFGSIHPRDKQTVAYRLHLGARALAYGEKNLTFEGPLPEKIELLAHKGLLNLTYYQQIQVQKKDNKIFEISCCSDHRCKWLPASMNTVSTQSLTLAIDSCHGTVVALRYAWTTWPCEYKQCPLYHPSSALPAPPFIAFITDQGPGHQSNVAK
# GC-A act: GC-A stimulated cGMP production enhancers – HEK293 GC-A cells, cGMP TR-FRET, EC30 ANP, primary screen; AID 1671463, 2021; activation, % at 10 µM; 370,000 tested, 0.14% active; 0% at EC30 ANP, 100% saturating ANP; Atrial natriuretic peptide receptor 1 (Homo sapiens), P16066; in the data active means activation above about 40%
# HTRA1 inhibitor: HTRA1 serine protease inhibitors, primary screen, biochemical, fluorescence polarization, HTS; Q92743; recombinant HTRA1, FP-rhodamine activity-based probe; inhibition, % at 5.96 µM; 340,000 tested, 0.5% active; AID 504803, 2011; in the data active means inhibition above about 36%;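 further: 0% = enzyme with DMSO and 100% = wells lacking enzyme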
# Target sequence (Q92743 whole entry, looked up): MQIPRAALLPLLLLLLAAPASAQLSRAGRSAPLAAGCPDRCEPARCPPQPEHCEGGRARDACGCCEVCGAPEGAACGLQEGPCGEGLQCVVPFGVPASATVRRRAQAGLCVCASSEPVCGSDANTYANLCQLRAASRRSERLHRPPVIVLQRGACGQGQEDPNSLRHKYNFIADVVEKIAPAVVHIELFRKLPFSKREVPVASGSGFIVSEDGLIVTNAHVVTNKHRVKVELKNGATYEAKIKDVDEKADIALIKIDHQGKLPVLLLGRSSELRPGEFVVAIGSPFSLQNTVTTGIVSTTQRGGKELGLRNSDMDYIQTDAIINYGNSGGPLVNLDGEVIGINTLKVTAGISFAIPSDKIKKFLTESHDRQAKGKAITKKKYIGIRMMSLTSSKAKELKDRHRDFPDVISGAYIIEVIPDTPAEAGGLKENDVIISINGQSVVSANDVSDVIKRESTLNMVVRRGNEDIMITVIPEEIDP
# UHRF1 MBD2 ctr: UHRF1 methylated DNA binding inhibitors, primary screen, counter-screen for MBD2 inhibitor project, biochemical, TR-FRET, human UHRF1, single concentration | E3 ubiquitin-protein ligase UHRF1 (Homo sapiens), Q96T88 | UHRF1 binding to methylated oligo | inhibition, % at 4.4 µM | 370,000 tested, 0.75% active | AID 687016, 2013; in the data active means inhibition above about 21%;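 further: UHRF1 SRA domain binding a hemimethylated CpG hairpin DNA probe; 0% = median of test compound wells and 100% = reference inhibitor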
# MBD2 DNA inh: inhibitors of MBD2 binding to methylated DNA, primary screen, biochemical, TR-FRET, DNA-binding domain, human; Methyl-CpG-binding domain protein 2 (Homo sapiens), Q9UBB5; MBD2 binding to methylated oligonucleotide; 370,000 tested, 0.31% active; inhibition, % at 4.4 µM; in the data active means inhibition above about 13%
# mABHD4 FP: ABHD4 inhibitors, primary screen, biochemical, fluorescence polarization, mouse; inhibition, % at 8.92 µM; 370,000 tested, 0.54% active; purified mABHD4, FP-Rh probe fluorescence polarization; (Lyso)-N-acylphosphatidylethanolamine lipase (Mus musculus), Q8VD66;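 active means inhibition exceeding the mean over every tested compound plus 3 SD, cut at about 30% in these data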;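 further: 0% = plate median of compound wells and 100% = S159A mutant with DMSO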
#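 system = mouse ABHD4 enzyme, wild type | medium = HEPES pH 7.0, NaCl, Pluronic buffer | also added = FP-Rh probe | incubation = Enzyme–compound pre-incubation 45 min, then probe 60 min, both 25 °C | technique = fluorescence polarization, excitation 525 nm, emission 598 nm, BODIPY TMR filters | controls = S159A mutant high control, sample median low control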
# GC-B act: human GC-B receptor activators, primary screen, HEK293 GC-B cells, cGMP TR-FRET, EC30 CNP. AID 1920062, 2024. 0% at EC30 CNP, 100% saturating CNP. 370,000 tested, 0.11% active. activation, % at 10 µM. Atrial natriuretic peptide receptor 2 (Homo sapiens), P20594;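 active means activation at 10 µM reaching about 35% in either raw or pattern-adjusted values, limit read from the data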
# rCAG RNA binder: binders of r(CAG) RNA repeats, primary screen, biochemical, fluorescence. r(CAG) RNA repeat, TO-PRO-1 dye displacement fluorescence. inhibition, % at 3 µM. 370,000 tested, 1.3% active;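 active means inhibition above the plate cutoff, the mean of all test compounds on that plate plus 3 SD, cut at about 35% in these data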;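 further: 0% = DMSO alone and 100% = 100 µM mitoxantrone as full dye displacement; higher means more dye released from RNA so lower well fluorescence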
# * hit, by the source's call; . = no result given.
SMILES,TCR CD3 inh,PRMT1 inh,SIAE primary,GC-A act,HTRA1 inhibitor,UHRF1 MBD2 ctr,MBD2 DNA inh,mABHD4 FP,GC-B act,rCAG RNA binder
Cc1ccc(C(=O)c2c(NC(=O)c3ccccc3C)sc(C)c2C)cc1,-3,-1,-7,-1,-12,2,-2,-11,3,2
CC(=O)OC[C@H]1O[C@@H](Oc2cc(O)cc3oc(-c4ccc(O)cc4)cc(=O)c23)[C@H](O[C@@H]2O[C@@H](C)[C@H](O)[C@@H](O)[C@H]2O)[C@@H](O)[C@@H]1O,1,1,12,3,7,1,-7,2,2,1
O=C(NN=Cc1ccccc1O)NN=Cc1ccccc1O,8,0,-1,-7,26,-1,7,7,-6,6
CC(C)CCNC(=O)c1ccc(Cl)c(NC(=O)c2ccccc2F)c1,-4,2,-1,-3,.,2,2,-2,4,-5
Cc1cccc(N2C(S)=C(C#N)C(=O)NC23CCCCC3)c1,3,3,1,7,10,-1,-1,0,-2,0
CC1CN(C(=S)Nc2ccc(SC(F)F)cc2)CC(C)O1 (stereo not given),-1,-1,2,-2,8,-1,0,0,0,-4
O=C(NCc1ccccc1Cl)C1CCN(C(=O)c2sccc2-n2cccc2)CC1,5,-6,-3,-1,-10,-3,0,0,0,2
CC1CCCCN1C(=O)COc1ccc(F)cc1 (stereo not given),5,2,1,4,-2,1,0,10,3,2
Cc1ccc(NC(=O)CSc2nc(C)c(Cc3ccccc3)c(=O)[nH]2)cc1,1,-1,-1,1,-26,-1,2,2,-2,21
CCOC(=O)C1CCN(C(=O)Cn2c(=O)oc3cc(S(=O)(=O)N4CCCC4)ccc32)CC1,4,-3,-9,0,1,2,2,-3,-1,3
Cc1ccc(C(=O)O/N=C2/CC3CCC2(C)[C@@]3(C)CBr)cc1 (stereo not given in full),-2,-3,-1,5,-24,-3,-4,-11,3,-6
COc1ccccc1NC(=O)NC1CCCc2ccccc21 (stereo not given),6,0,1,3,-7,-2,2,-1,0,-5
O=C(COC(=O)c1ccccc1[N+](=O)[O-])c1ccc(C2CCCCC2)cc1,0,1,-4,0,-14,-2,-2,-16,-4,1
CCOC(=O)C1CCCN(C/C(O)=C(\C#N)c2nc(-c3ccccc3)cs2)C1 (stereo not given),-6,-2,4,1,0,-2,-6,3,4,28
CCCC[C@@H]1CNC(=S)N1CCCC,4,-1,6,-1,-3,1,2,10,-1,0
CCOC(=O)CC1(C)Oc2ccccc2N1S(=O)(=O)c1ccc(C)cc1 (stereo not given),-4,-8,0,-4,.,-1,-3,-13,5,1
CCn1c(=O)n(CC)c2cc(N3CCCC3)c(NC(=O)c3ccccc3OC)cc21,11,-3,17,22,8,-1,1,11,31,-7
CC(=O)Nc1ccc(S(=O)(=O)N2CCN(CCC#N)CC2)cc1,-3,3,0,1,-2,-2,2,3,4,0
CCN(CC)C(=O)C1=C(C)N(Cc2ccc(OC)cc2)C(=O)C(CC(=O)NCCCN(C)C)C1 (stereo not given),-1,-13,8,2,3,-3,5,-1,-2,3
Cc1cccc(-c2noc(CCC(=O)Nc3ccccc3)n2)c1,6,-2,-3,-1,-16,0,-1,-4,-6,-3
CN(C(=O)c1cc(-n2cnnc2)ccc1Cl)c1ccccc1,1,1,2,-2,6,1,-2,0,2,1
CCOC(=O)c1cc(C)sc1NC(=O)CN1CCN(C(=O)c2ccco2)CC1,-4,-3,-8,-3,-11,2,2,-4,-4,-5
Cc1sc2ncnc(-n3nnc4ccccc43)c2c1C,-5,6,0,-2,0,6,5,-7,3,1
CCn1c(CCNC(=O)c2ccccc2Cl)n[nH]c1=S,9,-1,2,0,-2,-3,-4,-3,-4,0
CCC(=O)Nc1ccc(Cl)c(NC(=O)c2cccnc2)c1,8,-3,5,5,1,2,-11,0,-1,2
COC(=O)C1(C)NC(c2ccc(F)cc2)C2C(=O)N(c3ccc(C)cc3)C(=O)C21 (stereo not given),6,-1,-4,-2,1,-1,-3,-2,7,3
Cc1cccc(OCC(=O)N(Cc2ccco2)c2c(N)n(Cc3ccccc3)c(=O)[nH]c2=O)c1,-16,8,5,-3,1,12,9,-10,9,10
CCCCN(CC)CCNC(=O)c1cc2c(=O)[nH]c3ccccc3c2n1C,-3,-5,4,-3,-2,10,1,0,-3,4
CCOC(=O)[C@@H]1[C@H]2COc3ccc(Br)cc3[C@@H]2N2C(=O)N(c3cccc(Cl)c3)C(=O)[C@]12C,-3,2,-2,-6,-42,5,-1,2,-9,8
O=C(NCC(c1ccco1)N1CCc2ccccc21)c1cccc([N+](=O)[O-])c1 (stereo not given),3,-4,4,1,4,-2,5,0,-4,1
O=C(COC(=O)[C@H](Cc1c[nH]c2ccccc12)NC(=O)c1cccs1)NCc1ccccc1,1,-1,-8,-7,-13,1,-6,7,-5,2
Brc1cnc2nc[nH]c2c1,-6,7,1,-8,9,0,3,0,7,0
COc1ccc(C2(CNS(=O)(=O)c3ccccc3)CCOCC2)cc1,2,-2,2,-6,7,0,-1,3,-3,-5
CS(=O)(=O)c1ccc(C2=C(c3ccccc3)C(=O)OC2)cc1,4,-4,0,6,-1,34*,33*,-1,1,1
COC(=O)c1ccc(NC(=S)NCC2CC2)cc1,-2,2,6,2,-6,4,-1,2,8,2
OCCNCCSc1ccc(Cl)cc1,0,0,2,2,-4,10,1,8,3,1
CC1c2c([nH]c3ccccc23)CCC1C(=O)O (stereo not given),3,-1,6,0,0,-2,3,4,3,1
COc1cccc(NC(=O)COC(=O)CCOc2ccccc2OC)c1,-6,-7,15,-2,4,-2,6,-1,-4,-5
NC(=O)c1cnn(-c2cccc(Cl)c2)c1N,-4,2,8,2,1,-1,5,2,0,1
O=C(Cn1c2c(c(-c3ccccc3Cl)cc1=O)CCC2)NCCCN1CCOCC1,0,4,0,-1,5,2,3,7,4,-7
COc1ccc(-c2ccn(-c3cccc(F)n3)n2)cc1,2,0,4,4,6,-2,-6,-5,0,7
C/C(N)=C(/C#N)C(=O)COC(=O)c1ccc(O)cc1,13,-1,5,-3,0,0,-5,1,0,-1
Cc1ccccc1C1CC(=O)c2ccccc2C1C (stereo not given),-2,3,-6,-1,-13,2,2,-8,-7,-1
Clc1ccc(Cn2nc(-c3ccccc3)nc2-c2ccccc2)cc1,3,-1,-2,-3,-3,-3,-2,0,-2,-4
CSc1ccccc1NC(=O)CSc1n[nH]c(N)n1,4,-4,-1,1,4,0,6,-3,1,0
COCCn1c(SCC(=O)Nc2sc(C)c(C)c2C#N)nnc1-c1ccc(OC)cc1,-1,1,3,-2,-6,1,0,-2,-3,-2
COC(=O)c1ccc(C2/C(=C(/O)c3ccc(OC)cc3)C(=O)C(=O)N2CC2CCCO2)cc1 (stereo not given),-1,-2,-3,-2,-1,-4,2,0,-4,-4
COc1ccc(-c2nnc(SCC(=O)NC(=O)NCc3ccco3)o2)cc1,0,0,-4,-7,-2,2,-3,3,-4,-1
CCCN(CCC)Cc1c(C(=O)N/N=C/c2cccs2)nnn1-c1nonc1N,3,0,-8,-2,-3,0,1,-21,1,1
O=C(CN(C(=O)c1ccccc1Cl)N1C(=O)CCCC1=O)c1ccc(Cl)cc1,-1,-1,-6,-7,13,2,-4,-3,0,2
Cc1nnc(SCc2ccc(C(=O)c3ccc(Cl)cc3)o2)n1-c1ccccc1,3,1,-1,-13,-11,-4,-4,1,-10,-5
Nc1nc(C(=O)N2CCOCC2)nn1S(=O)(=O)c1ccc(Cl)cc1,0,-2,10,4,8,1,-3,6,-1,1
CN(CC(=O)Nc1nccs1)S(=O)(=O)c1ccc(F)cc1,2,-1,2,0,-6,1,4,6,5,-3
CN(C(=O)c1cc2sccc2n1C)C1CCCCC1,6,0,0,-8,-3,0,3,1,-3,-5
Cc1nc2ccc(S(=O)(=O)NCC(=O)N3CCc4ccccc4C3)cc2s1,2,12,5,-6,-6,3,3,5,-14,1
COCc1nc2ccccc2n1Cc1ccccc1C,-7,4,-7,-4,-2,1,7,0,2,-9
Cc1ccc(C=C2SC(=S)N(CCCC(=O)Nc3cccc(C(=O)O)c3)C2=O)cc1,1,5,-5,-2,.,5,4,8,-4,9
Cc1cc[n+](C2=C([O-])c3ccccc3C(=O)/C2=N\S(=O)(=O)c2cccs2)cc1C,-3,0,10,3,10,1,-8,-8,-1,1
CC(C)(C)NC(=O)c1nc2ccccc2s1,3,-3,-2,2,-1,-3,2,3,3,-2
CCOC(=O)C(=O)N/N=C/c1ccc(F)cc1,2,-1,5,2,-4,-1,-3,7,5,0
# (list continues)
SMILES,TCR CD3 inh,PRMT1 inh,SIAE primary,GC-A act,HTRA1 inhibitor,UHRF1 MBD2 ctr,MBD2 DNA inh,mABHD4 FP,GC-B act,rCAG RNA binder
COc1cc(/C=C/C(=O)Nc2ccc3[nH]c(=O)[nH]c3c2)cc(OC)c1OC,-2,1,2,0,4,-5,-3,2,1,8
COc1ccc(-c2csc(C(C)(O)c3ccc(OC)cc3)n2)cc1 (stereo not given),-1,-2,-10,4,.,-2,-1,-14,-3,3
CCOc1cc(CNCCO)c(Cl)cc1OCC(=O)NCCc1ccccc1,-4,-4,-6,-3,-5,5,-7,-7,0,-3
Cc1cc(OCCN2CC(C)OC(C)C2)ccc1[N+](=O)[O-] (stereo not given),4,5,3,-3,5,2,4,10,-3,-3
O=c1c2ccc(Cl)cc2nc2n1CC/C2=C\c1cccc(O)c1,7,0,-14,3,-17,-3,2,-3,-4,16
CCSc1nnc(NC(=O)CSc2nc3c(c(=O)n2CC)SC(C)C3)s1 (stereo not given),2,-2,-6,-2,5,1,-3,-2,-11,-1
O=C(/C=C/c1ccccc1)Nc1cccc(C(=O)NCCc2ccccc2)c1,9,-4,-12,0,-22,-4,-1,-17,-3,2
COC(=O)c1ccc(NC(=O)Cn2nc(C)cc2C)cc1,-6,2,-4,-2,5,-1,-2,2,-1,-2
CC(=O)c1c(N2CCN(C)CC2)[nH]c(-c2ccccc2)nc1=S,7,1,7,-4,-9,0,-3,3,-4,7
O=C(NCC(c1cccs1)N1CCOCC1)c1cc(-c2ccccn2)nc2ccccc12 (stereo not given),5,-4,3,-3,-9,0,0,2,2,-3

# Of the compounds above, three have a nitro group on carbon.
SMILES,TCR CD3 inh,PRMT1 inh,SIAE primary,GC-A act,HTRA1 inhibitor,UHRF1 MBD2 ctr,MBD2 DNA inh,mABHD4 FP,GC-B act,rCAG RNA binder
O=C(COC(=O)c1ccccc1[N+](=O)[O-])c1ccc(C2CCCCC2)cc1,0,1,-4,0,-14,-2,-2,-16,-4,1
O=C(NCC(c1ccco1)N1CCc2ccccc21)c1cccc([N+](=O)[O-])c1 (stereo not given),3,-4,4,1,4,-2,5,0,-4,1
Cc1cc(OCCN2CC(C)OC(C)C2)ccc1[N+](=O)[O-] (stereo not given),4,5,3,-3,5,2,4,10,-3,-3

# An excerpt; count on the stated rates, not on these rows.
